EWS-Fli inh: EWS/Fli-driven NR0B1 reporter inhibitors, primary screen, A673 cells, NR0B1 luciferase, luminescence, MLPCN library; AID 651661, 2012; viability-normalised; inhibition, % at 12.6 µM; 350,000 tested, 0.67% active;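 active means mean inhibition of at least 50% after viability correction, with every replicate also passing that limit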;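 further: firefly luciferase signal divided by Alamar Blue viability fluorescence both relative to DMSO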
PAX8 inh HTS: inhibitors of PAX8-driven TPO luciferase reporter, primary screen, RMG-I cells, single concentration. AID 652154, 2013. 360,000 tested, 1.2% active. inhibition, % at 12.6 µM. SteadyGlo, 24 h;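 active means mean replicate inhibition at least 60% with every replicate also reaching 60%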;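 further: luciferase light reporting Pax8 driven TPO promoter activity; plate controls were median of neutral control wells for no effect and mitoxantrone controls for full effect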
S100A4 MyoIIA: inhibitors of S100A4-myosin IIA peptide binding, primary screen, biochemical, fluorescence polarization, TAMRA-MyoIIA peptide; 360,000 tested, 0.14% active; inhibition, % at 10.7 µM; Protein S100-A4 (Homo sapiens), P26447;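 active means mean inhibition of at least 70% across replicates, with every replicate also reaching that level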
Target sequence (P26447 whole entry, looked up): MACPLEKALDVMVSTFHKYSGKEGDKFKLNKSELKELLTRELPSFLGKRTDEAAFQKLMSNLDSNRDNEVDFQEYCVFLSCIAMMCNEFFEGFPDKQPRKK
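Material: human S100A4 monomer with TAMRA-labelled myosin IIA peptide; buffer or medium: HEPES pH 7.2 with CaCl2, KCl, NaCl, DTT, Triton; compound dosing: one concentration per compound; schedule: 5 min incubation before reading; benchmarks: neutral control DMSO, positive control TFP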
ERAP1 HTS inh: human ERAP1 aminopeptidase inhibitors, primary screen, biochemical, single point, plate reader; Endoplasmic reticulum aminopeptidase 1 (Homo sapiens), Q9NZ08; recombinant ERAP1, Leu-AMC fluorescence, 60 min; inhibition, % at 10.7 µM; 340,000 tested, 0.15% active; AID 652197, 2013;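 active means mean replicate inhibition of at least 30%, or all replicates individually reaching that 30% level; inactive means mean below 30% and not every replicate reaching it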;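 further: 0% = neutral control wells and 100% = L-leucinethiol positive control wells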
Target sequence (Q9NZ08 whole entry, looked up): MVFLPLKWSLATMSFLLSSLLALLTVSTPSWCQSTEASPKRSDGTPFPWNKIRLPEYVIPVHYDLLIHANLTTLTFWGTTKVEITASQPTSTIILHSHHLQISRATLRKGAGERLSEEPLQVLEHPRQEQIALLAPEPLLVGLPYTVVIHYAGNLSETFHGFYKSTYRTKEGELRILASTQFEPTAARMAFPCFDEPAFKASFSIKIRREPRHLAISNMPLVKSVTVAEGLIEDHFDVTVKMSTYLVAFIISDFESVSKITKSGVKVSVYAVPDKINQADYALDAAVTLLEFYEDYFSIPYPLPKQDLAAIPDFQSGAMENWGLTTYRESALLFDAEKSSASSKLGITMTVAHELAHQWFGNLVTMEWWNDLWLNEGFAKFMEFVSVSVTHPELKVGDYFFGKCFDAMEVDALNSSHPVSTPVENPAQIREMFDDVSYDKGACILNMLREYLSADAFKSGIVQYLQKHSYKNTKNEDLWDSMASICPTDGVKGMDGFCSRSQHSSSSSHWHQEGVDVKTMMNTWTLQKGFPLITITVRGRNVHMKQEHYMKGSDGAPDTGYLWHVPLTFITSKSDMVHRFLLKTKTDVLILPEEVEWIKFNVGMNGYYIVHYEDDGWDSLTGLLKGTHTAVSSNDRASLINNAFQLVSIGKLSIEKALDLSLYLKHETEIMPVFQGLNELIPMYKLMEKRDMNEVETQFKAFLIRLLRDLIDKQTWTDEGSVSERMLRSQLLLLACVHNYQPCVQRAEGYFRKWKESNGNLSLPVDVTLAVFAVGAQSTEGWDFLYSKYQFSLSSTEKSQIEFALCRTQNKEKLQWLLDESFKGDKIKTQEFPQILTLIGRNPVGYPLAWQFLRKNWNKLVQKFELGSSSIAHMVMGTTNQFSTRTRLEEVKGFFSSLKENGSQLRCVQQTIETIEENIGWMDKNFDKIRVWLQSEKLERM
PglD inh: C. jejuni PglD acetyltransferase inhibitors, primary screen, biochemical, DTNB colorimetric, single point; UDP-N-acetylbacillosamine N-acetyltransferase PglD (Campylobacter jejuni); purified PglD enzyme, DTNB colorimetric CoA detection; inhibition, % at 12.5 µM; 360,000 tested, 0.098% active; AID 602405, 2012; in the data active means inhibition above about 16%, passing the limit was not always enough; further: strong numbers were not always called active
LGR2 inh: inhibitors of bursicon-induced LGR2 CRE-luciferase signal, primary screen, cell-based, HEK293, CRE-luciferase reporter, bursicon stimulation; inhibition, % at 9.99 µM; 380,000 tested, 0.35% active; AID 720647, 2013; Drosophila bursicon receptor LGR2 (rickets); bursicon-stimulated, 4 h;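 active means drop in luminescence signal, shown as inhibition above about 50% in the replicate tests, limit read from the data, passing the limit was not always enough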;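 further: agonist challenge used bursicon conditioned medium at about half maximal strength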
FN deposition inh: inhibitors of fibronectin matrix deposition, primary screen, AH1F cells, Alexa488-fibronectin fluorescence, plate reader; inhibition, % at 12.6 µM; AID 743247, 2014; 350,000 tested, 0.086% active; AH1F fibroblasts, overnight;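 active means mean inhibition across replicates of 30% or more, regardless of how many single replicates reach that level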;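 further: positive control wells lacked labelled fibronectin entirely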
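Material – AH1F fibroblast monolayer, labelled fibronectin deposition · Reagent – labelled fibronectin 24 nM · Timing – 1 h adhesion, overnight exposure · Measured by – fluorescence at 485 nm excitation, 525 nm emission · Read-out – inhibition of fibronectin deposition signal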
PGC1a acetyl inh: inhibitors of PGC1a acetylation signal, primary screen, cell-based, U2OS, AlphaScreen, inhibitor mode; AlphaScreen anti-acetyl-lysine; with virally co-expressed GCN5 acetyltransferase; inhibition, % at 15.6 µM; 350,000 tested, 0.17% active; AID 651687, 2012;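 active means every replicate shows inhibition of at least 40%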;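 further: 0% = neutral control wells and 100% = positive control wells; some results beyond the cut were filed as inactive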
Active calls of the source: *; . = not tested or not shown.

1: Nc1[nH]c(C(=O)c2ccccc2)c(-c2ccccc2C(F)(F)F)c1C(=O)NCc1ccc(F)cc1
2: O=C(NCCc1ccc(Cl)cc1)C1CC(=O)N(C2CCCC2)C1 (centres undefined)
3: CCCNC(=O)Nc1ccc2c(c1)OC[C@@H](C)N(C(=O)C1CC1)C[C@H](C)[C@@H](OC)CN(C)C2=O
4: CCOC(=O)C1CCN(C(=O)C2CCN(c3ncnc4c3nc3n4CCCCC3)CC2)CC1
5: C[C@@H]1CN([C@H](C)CO)C(=O)c2cc(NS(C)(=O)=O)ccc2O[C@@H](C)CCCCO[C@@H]1CN(C)Cc1ccccc1
6: C[C@@H]1CCCCO[C@H](CN(C)Cc2ccc(C(=O)O)cc2)[C@H](C)CN([C@@H](C)CO)C(=O)c2cc(NC(=O)Nc3ccccc3)ccc2O1
7: C/C(=N\OCC(=O)Nc1nc2ccccc2s1)c1ccccc1
8: CN(C)C(=O)c1ccc(-c2ccc([C@@H]3[C@H](CO)N4CCCCN(C(=O)C5CC5)C[C@@H]34)cc2)cc1

assay / entry,1,2,3,4,5,6,7,8
EWS-Fli inh,4,.,11,8,3,-13,3,-4
PAX8 inh HTS,9,-20,-9,-1,4,-14,9,14
S100A4 MyoIIA,2,6,98*,0,16,-3,-4,-23
ERAP1 HTS inh,7,-2,1,-1,-3,-6,-2,3
PglD inh,.,-2,2,-3,1,4,.,-2
LGR2 inh,1,-2,8,5,14,-20,.,15
FN deposition inh,14,-1,-3,5,.,-14,0,.
PGC1a acetyl inh,.,3,.,-4,17,0,.,8

9: COc1ccc(CN(C)C[C@H]2OCCCC[C@@H](C)Oc3ccc(NC(=O)NC4CCCCC4)cc3C(=O)N([C@H](C)CO)C[C@@H]2C)cc1
10: COc1ccc(NC(=O)Nc2cccc(NC(C)=O)c2)c(OC)c1
11: C[C@@H]1CN([C@@H](C)CO)C(=O)c2cc(NS(=O)(=O)c3cn(C)cn3)ccc2O[C@@H]1CN(C)S(C)(=O)=O
12: O=C(CN(C(=O)CNS(=O)(=O)c1ccc(F)cc1)c1cccc(F)c1)NCC1CCCO1 (centres undefined)
13: CCc1ccc(-n2c(=S)sc3c(=O)n(-c4ccccc4OC)c(=S)[nH]c32)cc1
14: COc1ccc(Cc2nc3ccc(C(=O)NCC4CCOCC4)cc3o2)cc1OC
15: COc1ccccc1C(=O)C1CCCN(C(=O)C2=CC(=O)CC(C)(C)O2)C1 (centres undefined)
16: O=C(Nc1ccccc1)c1cc2ccccc2o1

assay / entry,9,10,11,12,13,14,15,16
EWS-Fli inh,-3,-7,6,-3,-5,-26,3,.
PAX8 inh HTS,.,7,.,7,20,.,-7,-182
S100A4 MyoIIA,-3,1,6,1,-5,-9,-1,.
ERAP1 HTS inh,0,-1,0,8,-2,-5,3,.
PglD inh,2,.,3,3,6,2,-1,-1
LGR2 inh,5,8,-18,-4,-21,0,-7,.
FN deposition inh,-2,-7,.,-4,-8,-1,13,3
PGC1a acetyl inh,-9,.,-5,-1,-11,.,7,-11

17: Cc1cccc(NC(=O)CSc2n[nH]c(-c3ccncc3)n2)c1C
18: Cc1noc(C)c1NC(=O)Nc1ccc2c(c1)C(=O)N([C@@H](C)CO)C[C@@H](C)[C@@H](CN(C)S(=O)(=O)c1cn(C)cn1)OCCCC[C@H](C)O2
19: CC(=O)NC(c1ccc(F)c(F)c1)c1nc(-c2cccc(C(=O)O)c2)cs1 (centres undefined)
20: CC1CN(C(C)C)C(C)CC1OC(=O)c1ccccc1 (centres undefined)
21: C[C@H]1CN([C@@H](C)CO)C(=O)Cc2cc(N(C)C)ccc2O[C@H]1CN(C)C(=O)Nc1ccc(C(F)(F)F)cc1
22: O=C(NCc1ccc(Cl)cc1)NCC(F)(F)F
23: CCc1c(O)nc(SCC(=O)Nc2ccccc2OC)n(-c2ccccc2C)c1=O
24: CC1=CC2C(C3C=CC2(C)C(=O)C3(C)O)C(C)(O)C1=O (centres undefined)

assay / entry,17,18,19,20,21,22,23,24
EWS-Fli inh,10,-11,-37,3,-14,.,-1,-5
PAX8 inh HTS,-3,-16,-79,24,-10,-21,31,5
S100A4 MyoIIA,-5,-14,6,24,9,.,-7,1
ERAP1 HTS inh,-1,2,9,-2,-2,.,3,-1
PglD inh,1,-2,-4,-3,3,2,-3,.
LGR2 inh,-6,-8,-76,7,5,-8,-2,-14
FN deposition inh,1,.,-3,-2,1,2,5,4
PGC1a acetyl inh,1,-2,-17,.,-24,3,-10,12

25: O=C(CN1CCOCC1)NCC[C@@H]1CC[C@@H](NC(=O)c2ccccc2F)[C@@H](CO)O1
26: O=C1C[C@H]2CCCCC(=O)N3CC[C@@H](C1)[C@@H]23
27: CCC(=O)N1CC2(C1)[C@H](c1ccc(-c3ccc(C)cc3)cc1)[C@@H](CO)N2S(=O)(=O)CC
28: CN(C)c1ncc(S(=O)(=O)c2ccc(Cl)cc2)c(-c2ccccc2)n1
29: COc1cccc(NC(=O)C[C@@H]2CC[C@@H]3[C@H](COc4ccc(NC(=O)C5CC5)cc4C(=O)N3C)O2)c1
30: CCCc1cc(=O)[nH]c(SCc2csc(-c3ccccc3)n2)n1
31: CCC(=O)c1ccc(OCC(O)Cn2nc(C)c(Br)c2C)cc1 (centres undefined)
32: CC1(C)C(=O)Nc2ccccc2N1C(=O)COC(=O)c1cccc(O)c1

assay / entry,25,26,27,28,29,30,31,32
EWS-Fli inh,1,0,7,.,-7,7,3,2
PAX8 inh HTS,-5,-22,7,24,-4,29,5,-6
S100A4 MyoIIA,-3,6,-7,.,4,-1,-2,-5
ERAP1 HTS inh,-2,.,3,.,-1,1,0,1
PglD inh,4,0,.,2,-4,.,-6,3
LGR2 inh,-1,-9,-3,.,3,-3,.,13
FN deposition inh,0,.,.,4,12,-4,9,-5
PGC1a acetyl inh,9,3,1,-6,-3,.,-5,1

2 compounds from above, showing only FN deposition inh, PAX8 inh HTS and PglD inh.
no.	molecule	FN deposition inh	PAX8 inh HTS	PglD inh
29	COc1cccc(NC(=O)C[C@@H]2CC[C@@H]3[C@H](COc4ccc(NC(=O)C5CC5)cc4C(=O)N3C)O2)c1	12	-4	-4
26	O=C1C[C@H]2CCCCC(=O)N3CC[C@@H](C1)[C@@H]23	.	-22	0

Later entries
33: O=C(Cn1c(=O)oc2cc(S(=O)(=O)N3CCCCCC3)ccc21)NC1CCCCCCC1
34: COc1ccccc1C#Cc1ccc2c(c1)O[C@@H](CN(C)Cc1ccccc1)[C@@H](C)CN([C@@H](C)CO)S2(=O)=O
35: Nc1nc(SCC(=O)NCC2CCCO2)[nH]c(=O)c1NC(=O)c1ccco1 (centres undefined)
36: CC(NC(=O)NC12CC3CC(CC(C3)C1)C2)C1CCCO1 (centres undefined)
37: Cc1ccc(S(=O)(=O)N2CCOC2CNC(=O)C(=O)NCCCc2ccccc2)cc1 (centres undefined)
38: CCCCn1c(N)c(N(Cc2ccccc2OC)C(=O)C2=COCCO2)c(=O)[nH]c1=O
39: Cc1ccc(C(=O)NNC(=S)Nc2cccc(Cl)c2Cl)cc1[N+](=O)[O-]
40: O=S(=O)(NCCc1ccncc1)c1ccccc1

assay / entry,33,34,35,36,37,38,39,40
EWS-Fli inh,-10,12,-5,.,18,2,6,.
PAX8 inh HTS,5,.,5,-23,20,2,.,-11
S100A4 MyoIIA,-5,-6,1,.,-1,-3,-2,.
ERAP1 HTS inh,-1,0,-1,.,1,-7,7,.
PglD inh,0,-1,-2,-3,2,.,0,1
LGR2 inh,.,-4,0,.,5,12,2,-1
FN deposition inh,-4,.,2,2,.,-5,.,-3
PGC1a acetyl inh,-13,-11,7,-7,-9,-2,-12,16

41: CC1CCCCC1NC(=O)c1ccc(S(=O)(=O)NNC(=O)c2ccncc2)cc1 (centres undefined)
42: C/C=C/CN(C(=O)C#Cc1ccccc1)[C@H](CO[Si](C)(C)C(C)(C)C)c1ccccc1
43: COc1ccc(CC(C)Nc2ccccc2F)cc1 (centres undefined)
44: C[C@@H]1CCCCO[C@@H](CN(C)Cc2ccc(Cl)c(Cl)c2)[C@H](C)CN([C@@H](C)CO)C(=O)c2cc(NS(=O)(=O)c3ccc(F)cc3)ccc2O1
45: Oc1ccc2cc(Br)ccc2c1CN1CCCC1
46: C[C@@H]1CN([C@H](C)CO)S(=O)(=O)c2ccc(C#CC3CC3)cc2O[C@@H]1CN(C)C(=O)C1CCC1
47: Cc1cc(C(=O)Nc2cccc3c2O[C@H](CN(C)Cc2ccccc2)[C@@H](C)CN([C@@H](C)CO)C3=O)n(C)n1
48: O=C(Nc1cccc(Cl)c1)N[C@@H]1CC[C@H](CCNC(=O)C2CCOCC2)O[C@H]1CO

assay / entry,41,42,43,44,45,46,47,48
EWS-Fli inh,-2,11,4,10,-6,9,-16,-1
PAX8 inh HTS,6,18,-36,28,3,.,11,9
S100A4 MyoIIA,3,12,5,15,-1,-7,24,11
ERAP1 HTS inh,2,-1,0,2,-2,0,1,-2
PglD inh,-1,.,-7,-3,3,0,1,-2
LGR2 inh,-5,.,2,0,10,6,16,15
FN deposition inh,1,.,-5,-3,3,.,.,.
PGC1a acetyl inh,11,1,-12,-16,19,-4,.,-5

49: Cn1cc(/C=N/NC(=O)COc2ccccc2[N+](=O)[O-])c2ccccc21
50: C/C=C/c1ccc2c(c1)O[C@@H](CN(C)C(=O)NC1CCCC1)[C@H](C)CN([C@@H](C)CO)S2(=O)=O
51: Nc1ncnc2c1nc(-c1ccccc1)n2C1OC(CO)C(O)C1O (centres undefined)
52: CC1CCCC(C)N1C(=O)CNCc1ccc2c(c1)OCO2 (centres undefined)
53: C[C@@H]1CN([C@H](C)CO)C(=O)c2cccc(NC(=O)C3CCOCC3)c2O[C@@H]1CN(C)S(C)(=O)=O
54: Cc1ccc(NC2=C(Cl)C(=O)OC2OC(C)C)cc1 (centres undefined)
55: Cc1ccc(Cl)cc1NC(=O)C(=O)N/N=C/c1ccc2c(c1)OCO2

assay / entry,49,50,51,52,53,54,55
EWS-Fli inh,5,-3,-4,7,-4,5,.
PAX8 inh HTS,-35,2,5,-1,-7,10,-13
S100A4 MyoIIA,4,4,1,-5,2,2,-3
ERAP1 HTS inh,1,0,-1,-2,-1,-1,3
PglD inh,.,1,.,6,2,.,-3
LGR2 inh,4,6,-2,2,0,-5,8
FN deposition inh,.,-1,5,4,.,-2,.
PGC1a acetyl inh,.,-4,.,4,2,.,4

A run of entries from the list above, as a working copy:
51: Nc1ncnc2c1nc(-c1ccccc1)n2C1OC(CO)C(O)C1O (centres undefined)
52: CC1CCCC(C)N1C(=O)CNCc1ccc2c(c1)OCO2 (centres undefined)
53: C[C@@H]1CN([C@H](C)CO)C(=O)c2cccc(NC(=O)C3CCOCC3)c2O[C@@H]1CN(C)S(C)(=O)=O
54: Cc1ccc(NC2=C(Cl)C(=O)OC2OC(C)C)cc1 (centres undefined)
55: Cc1ccc(Cl)cc1NC(=O)C(=O)N/N=C/c1ccc2c(c1)OCO2

assay / entry,51,52,53,54,55
EWS-Fli inh,-4,7,-4,5,.
PAX8 inh HTS,5,-1,-7,10,-13
S100A4 MyoIIA,1,-5,2,2,-3
ERAP1 HTS inh,-1,-2,-1,-1,3
PglD inh,.,6,2,.,-3
LGR2 inh,-2,2,0,-5,8
FN deposition inh,5,4,.,-2,.
PGC1a acetyl inh,.,4,2,.,4

Screens as filed in PubChem BioAssay.
